H9c2 TAG inh = inhibitors of triacylglycerol accumulation, primary screen, cell-based, uHTS, fluorescence, H9c2; H9c2 cells, Nile Red lipid (TAG) fluorescence; cells loaded with 200 µM oleic acid; actives 0.66% (n = 230,000); AID 651582, 2012; inhibition, % at 12.5 µM;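 active = pattern-corrected inhibition of lipid staining of at least 50% with the nuclear-stain viability signal not falling by more than 50%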;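 note: 0% = DMSO wells and 100% = triacsin C control wells; some results filed as inactive read as strong as hits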
H9c2 TAG inh DAPI viability = also measured in H9c2 TAG inh; calls as there; DAPI nuclei signal change (viability), lower = more cytotoxic, %;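 whole-well DAPI fluorescence read on a plate reader as a viability signal; minus 50 percent equals half of cells still viable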
* = called active by the depositor. A portion of the library; count on the stated rates, not on these rows.

SMILES | H9c2 TAG inh | H9c2 TAG inh DAPI viability
CCOc1ccc(CCNC(=O)CSc2nc3ncc(Cl)cc3[nH]2)cc1OCC | 16.6 | 1.2
CCOc1ccc(CCNC(=O)COC(=O)COc2ccc(C(C)=O)cc2)cc1OCC | 11.1 | -7.8
COc1ccc(-c2cc3ccccc3oc2=O)cc1 | 7.1 | 28.2
Cc1ccn2c(NC(=O)c3ccccc3)c(-c3ccccc3)nc2c1 | -1.3 | -0.6
COc1ccc(C(=O)Nc2cc(C)on2)cc1[N+](=O)[O-] | -4.3 | 3.8
Cc1ccc(NC2c3ccccc3C(=O)N2c2cccnc2)cc1 (stereo not given) | 14.5 | -2.1
CCOC(=O)N1CCC(Nc2cc(C)nc3c(-c4ccccc4OC)c(C)nn23)CC1 | 7.7 | -14.0
O=C(c1nc2ccc(Cl)cn2c1CNCC[C@@H]1C[C@@H]2C=C[C@H]1C2)N1CCCCCCC1 | -1.0 | 14.6
CCCN(C(=O)c1cc(Cl)nc2ccccc12)c1c(N)n(Cc2ccccc2)c(=O)[nH]c1=O | -15.5 | -7.2
O=S(=O)(NC1c2cccc3cccc(c23)C1N1CCN(CCO)CC1)c1ccccc1 (stereo not given) | -2.6 | 12.0
CCOC(=O)CSC1=C(C#N)C(c2ccccc2OCC)C(C(=O)OCC)C(=O)N1 (stereo not given) | -19.0 | -1.5
O=C(c1ccc2c(c1)OCO2)N1CCN=C1SCc1ccccc1 | 4.2 | 3.2
COc1cc2c(cc1OC)C(CNC(=O)C=Cc1cc(OC)c(OC)c(OC)c1)C2 (stereo not given) | 46.5 | -24.9
COc1ccc(NC(=O)c2ccc(-n3nc(C)cc3C)cc2)cc1OC | -53.1 | -0.2
Cc1cnc(C(=O)OCC(=O)NCc2ccccc2)cn1 | 0.5 | -8.7
CCN(c1ccccc1)S(=O)(=O)c1ccc(N)cc1 | 30.5 | -21.3
O=C(COC(=O)c1cncc(Br)c1)NCc1ccc(F)cc1 | -13.9 | -1.2
O=c1cc(Cl)[nH]n(-c2ccccc2)c1=O | -0.5 | -9.6
O=c1c(-c2ccc3c(c2)OCCO3)coc2cc(OC3OC(CO)C(O)C(O)C3O)ccc12 (stereo not given) | -6.7 | -4.6
O=c1[nH]c(CSc2cccc[n+]2[O-])nc2ccccc12 | 6.4 | -3.4
COc1ccc(-c2cc(C(F)F)n3ncc(C(=O)NCCCN4CCCC4=O)c3n2)cc1 | 12.9 | 20.7
CN/N=C/c1ccc(C#N)cc1 | 8.6 | -11.2
COc1cccc(/C=N\NC(=O)c2ccc(C)nc2)c1 | -3.5 | 0.4
COc1ccccc1OCc1ccc(C(=O)N2CCN3CCCC3C2)cc1 (stereo not given) | -7.8 | 2.3
CC(=O)Nc1ccc(S(=O)(=O)NCc2ccc(C(=O)NCCN(C)Cc3ccccc3)cc2)cc1 | -30.8 | 5.4
O=C(Nc1cccn(Cc2ccccc2Cl)c1=O)NC1CCCCC1 | 14.1 | 4.0
Cc1ccc(S(=O)(=O)N2C[C@H]3N(C(=O)OC(C)C)N(C(=O)OC(C)C)C[C@H](OC(=O)Nc4c(C)noc4C)[C@@]3(O)C2)cc1 | 4.0 | 1.2
CC(Oc1ccc(F)cc1)C(=O)Nc1ccccc1N1CCCCC1 (stereo not given) | -16.4 | 0.2
CCOC(=O)C1CCCN(C(=O)COc2ccc(C(=O)c3ccccc3)cc2)C1 (stereo not given) | 31.5 | -5.1
Cc1cc(C)c(C#N)c(OCC(=O)c2ccccc2)n1 | -27.5 | 13.4

23 consecutive compounds from above, quoted:
SMILES | H9c2 TAG inh | H9c2 TAG inh DAPI viability
COc1ccc(C(=O)Nc2cc(C)on2)cc1[N+](=O)[O-] | -4.3 | 3.8
Cc1ccc(NC2c3ccccc3C(=O)N2c2cccnc2)cc1 (stereo not given) | 14.5 | -2.1
CCOC(=O)N1CCC(Nc2cc(C)nc3c(-c4ccccc4OC)c(C)nn23)CC1 | 7.7 | -14.0
O=C(c1nc2ccc(Cl)cn2c1CNCC[C@@H]1C[C@@H]2C=C[C@H]1C2)N1CCCCCCC1 | -1.0 | 14.6
CCCN(C(=O)c1cc(Cl)nc2ccccc12)c1c(N)n(Cc2ccccc2)c(=O)[nH]c1=O | -15.5 | -7.2
O=S(=O)(NC1c2cccc3cccc(c23)C1N1CCN(CCO)CC1)c1ccccc1 (stereo not given) | -2.6 | 12.0
CCOC(=O)CSC1=C(C#N)C(c2ccccc2OCC)C(C(=O)OCC)C(=O)N1 (stereo not given) | -19.0 | -1.5
O=C(c1ccc2c(c1)OCO2)N1CCN=C1SCc1ccccc1 | 4.2 | 3.2
COc1cc2c(cc1OC)C(CNC(=O)C=Cc1cc(OC)c(OC)c(OC)c1)C2 (stereo not given) | 46.5 | -24.9
COc1ccc(NC(=O)c2ccc(-n3nc(C)cc3C)cc2)cc1OC | -53.1 | -0.2
Cc1cnc(C(=O)OCC(=O)NCc2ccccc2)cn1 | 0.5 | -8.7
CCN(c1ccccc1)S(=O)(=O)c1ccc(N)cc1 | 30.5 | -21.3
O=C(COC(=O)c1cncc(Br)c1)NCc1ccc(F)cc1 | -13.9 | -1.2
O=c1cc(Cl)[nH]n(-c2ccccc2)c1=O | -0.5 | -9.6
O=c1c(-c2ccc3c(c2)OCCO3)coc2cc(OC3OC(CO)C(O)C(O)C3O)ccc12 (stereo not given) | -6.7 | -4.6
O=c1[nH]c(CSc2cccc[n+]2[O-])nc2ccccc12 | 6.4 | -3.4
COc1ccc(-c2cc(C(F)F)n3ncc(C(=O)NCCCN4CCCC4=O)c3n2)cc1 | 12.9 | 20.7
CN/N=C/c1ccc(C#N)cc1 | 8.6 | -11.2
COc1cccc(/C=N\NC(=O)c2ccc(C)nc2)c1 | -3.5 | 0.4
COc1ccccc1OCc1ccc(C(=O)N2CCN3CCCC3C2)cc1 (stereo not given) | -7.8 | 2.3
CC(=O)Nc1ccc(S(=O)(=O)NCc2ccc(C(=O)NCCN(C)Cc3ccccc3)cc2)cc1 | -30.8 | 5.4
O=C(Nc1cccn(Cc2ccccc2Cl)c1=O)NC1CCCCC1 | 14.1 | 4.0
Cc1ccc(S(=O)(=O)N2C[C@H]3N(C(=O)OC(C)C)N(C(=O)OC(C)C)C[C@H](OC(=O)Nc4c(C)noc4C)[C@@]3(O)C2)cc1 | 4.0 | 1.2

Other results follow.
SMILES | H9c2 TAG inh | H9c2 TAG inh DAPI viability
Cc1cccc2cc(CN(Cc3nnnn3Cc3ccco3)C3CCCC3)c3nnnn3c12 | 14.8 | -14.3
CN(Cc1ccccc1)S(=O)(=O)c1ccc2c(c1)n(C)c(=O)n2C | 6.9 | -12.6
Cc1cccc(C)c1NC(=O)COC(=O)Cc1ccsc1 | 5.3 | 6.9
CN(C)/C=C/C(=O)c1ccccc1 | -14.6 | 9.0
C[C@@H](C(=O)NNC(=O)c1ccc(Cl)cc1)N1C(=O)C2CC=CCC2C1=O (stereo not given in full) | -0.4 | -10.0
CCCCOC(=O)c1ccc(NC(=O)c2cc(Cl)ccc2OC)cc1 | -3.0 | 6.4
Cc1ccc2cc(C#N)c(NCCCNC(=O)C3CCCO3)nc2c1 (stereo not given) | -2.8 | -2.9
Cc1ccc(NC(=O)CN(C)C(=O)c2ccc(C(F)(F)F)cc2)cc1 | -4.8 | 0.5
CC1=CCC2C(=O)N(c3ccc(OC(=O)c4ccco4)cc3)C(=O)C2C1 (stereo not given) | 1.4 | 7.1
Cc1ccc(S(=O)(=O)CC(=O)NCc2ccccc2)cc1 | 12.1 | -4.2
C[C@H]1CN([C@@H](C)CO)C(=O)CCCn2nncc2CO[C@H]1CN(C)S(=O)(=O)c1ccccc1 | -10.5 | -0.6
COCC#Cc1ccc2c(c1)O[C@@H](CN(C)S(=O)(=O)c1cccc(F)c1)[C@@H](C)CN([C@H](C)CO)S2(=O)=O | 11.5 | -10.8
OC(c1ccc(Cl)cc1)c1nnc(-c2ccccc2)o1 (stereo not given) | -2.3 | -5.3
C=CCNCCCCOc1cccc(Br)c1 | 11.5 | -9.3
NC1=NC(c2ccccc2)CC(=O)N1 (stereo not given) | 15.6 | 1.5
Cc1cccc(-c2noc(-c3ccc(Cl)cc3[N+](=O)[O-])n2)c1 | 3.5 | -1.5
CC(NC(=O)Nc1ccc(Cl)cc1)c1ccc2c(c1)OCO2 (stereo not given) | -21.6 | -1.8
O=C(NC(=S)NN1CCOCC1)c1cc(Br)ccc1Cl | 5.0 | -4.8
CC(=O)c1ccc(-c2ccc(C(=O)Nc3nc(C)c(C(C)=O)s3)o2)cc1 | 0.4 | 19.2
COc1ccc(NS(=O)(=O)c2cccc(C(=O)NN=Cc3ccc(OC)cc3OC)c2)cc1 | 9.0 | 8.5
COc1ccc(-c2cc(C(=O)Nc3ccccc3)on2)cc1 | -13.7 | -6.8
Cc1c(S(=O)(=O)NC(C)c2ccccc2)c(=O)n(C)c(=O)n1C (stereo not given) | -7.6 | -1.2
COCCOC(=O)C1=C(C)NC(C)=C(C(=O)OCCOC)C1/C=C/c1ccccc1OC | 1.7 | 7.8
CCOC(=O)c1sc(NC(=O)CC(C)c2ccccc2)nc1C (stereo not given) | -8.0 | -4.1
COc1ccccc1OCCC(=O)OCC(=O)NC(=O)NC(C)(C)C | 6.9 | -3.6
Cc1cc(-c2ccccc2)nc2c(Br)c(=O)[nH]n12 | -4.0 | 14.7
C[C@@H]1CN([C@H](C)CO)C(=O)CCCn2cc(nn2)CO[C@H]1CN(C)S(=O)(=O)c1cccc(C#N)c1 | -3.8 | 10.0
O=C1CCCN1CCCNC(=S)Nc1cccc2ccccc12 | -3.3 | 7.2
O=C(N/N=C\c1ccccn1)c1ccccc1O | -0.3 | -19.6
CN(C)C(=S)N=c1ssc(=S)n1Cc1ccco1 | 51.0* | -24.0*
Cn1nc(C(=O)OCC(=O)c2ccc(Br)cc2)c2ccccc2c1=O | -20.3 | 0.4
CCc1ccc(OCCNc2cc(N3CCNC(C)C3)ccc2[N+](=O)[O-])cc1 (stereo not given) | 27.2 | -15.0
Cc1nc(-c2ccncc2)nc(NCCNc2ccc(C(F)(F)F)cn2)c1Cl | -4.5 | 10.0
Cc1ccc(S(=O)(=O)NCCc2cccs2)cc1 | 3.8 | -6.1
CS(=O)(=O)N1CCC(C(=O)N2CCN(c3cccc(Cl)c3)CC2)CC1 | 18.5 | -16.7
COc1ccc(Br)cc1CN1CCN(S(=O)(=O)Cc2ccccc2)CC1 | -18.3 | 0.0
CCc1nc(NCC2CCCO2)c(C#N)c2c1COC(C)(C)C2 (stereo not given) | 9.9 | -6.3
Cc1ccc(CNC(=O)CCOc2ccc(C(C)(C)C)cc2)cc1 | 4.2 | 18.9
Cc1ccc2ccccc2c1C(O)c1ncc(-c2ccccc2F)[nH]1 (stereo not given) | -12.5 | 2.6
CCN1C(=O)[C@H]2[C@@H](c3ccc(C)cc3)N3C(=O)N(c4ccc(OC)cc4)C(=O)[C@@]3(C)[C@H]2C1=O | -6.5 | 34.7
CC1=[N+]([O-])C(N2CCOCC2)C(O)(c2ccccc2)C1 (stereo not given) | -25.1 | 6.0
COC(=O)c1c(C)[nH]c(C(=O)OC(C)C(=O)N2CCOCC2)c1C (stereo not given) | 4.3 | 4.7
CCOCCCn1cnc2c3cc(F)ccc3n(C)c2c1=O | 7.5 | -1.6
C[C@@H](CN1C2=NC[C@H](Cc3ccc(O)cc3)N2C[C@H]1Cc1ccc(O)cc1)NC(=O)CCC1CCCCC1 | -21.6 | 6.2
CCN(CCO)C(=O)c1ccc2nc(Cc3ccc(OC)cc3)oc2c1 | -1.7 | -3.0
CC(=O)Nc1ccc(S(=O)(=O)N(Cc2ccccc2)c2ccccc2)cc1 | -1.3 | -4.5
O=[N+]([O-])c1cc(-n2cccc2)ccc1N1CCOCC1 | -11.3 | 12.3
O=C(COC(=O)c1cccnc1Cl)Nc1cccc(S(=O)(=O)N2CCCCC2)c1 | -5.7 | -13.4
O=C(CN1C(=O)NC2(CCCC2)C1=O)OCC(=O)c1cccc(Cl)c1 | 4.3 | 2.2
COc1ccccc1OCC(=O)N(Cc1nc(-c2ccc(Cl)cc2)no1)C(C)C | 1.5 | -9.0
Cc1nc2ccccc2c(=O)n1/N=C/c1ccncc1 | 1.3 | 0.9
Cc1c(C(=O)OCC(=O)NC(C)c2ccccc2)oc2ccccc12 (stereo not given) | -14.6 | -6.2
COc1ccc2nc(SCc3ccccc3C)nc(C)c2c1 | -64.0 | 15.0
COC(=O)c1cccnc1NC(=S)NC1CCCCC1 | 8.6 | -11.8
FC(F)(F)c1ccc(NC(=S)NCc2ccccc2)cc1 | 0.9 | -3.0
CC(C)C(=O)Nc1ncc(Cc2cccc(Cl)c2)s1 | 8.5 | 0.9
CCOc1ccc(-n2nnc3c(=O)n(CC(=O)c4ccccc4)cnc32)cc1 | -12.1 | 0.3
CC(C)CC(c1nnnn1C(C)(C)C)N1CCN(Cc2ccccc2)CC1 (stereo not given) | -6.1 | 9.6
O=C(c1cc(COc2ccc(F)cc2Cl)on1)N1CCN(c2cnccn2)CC1 | -9.9 | -7.8
Cc1cc(C)c(C(=O)c2ccccc2)c(C)c1 | 5.0 | 2.4
(cont.)
SMILES | H9c2 TAG inh | H9c2 TAG inh DAPI viability
O=C(CSCc1ccc(Cl)cc1)Nc1cccc(C(=O)Nc2ccccc2C(=O)O)c1 | -7.8 | -6.0
O=C(NCC1CCCO1)c1cccc(NC(=O)c2ccccc2)c1 (stereo not given) | -1.9 | 5.0
CCN1CCN(c2ccccc2NC(=O)c2ccc(-n3cccn3)cc2)CC1 | -1.3 | -4.4
COc1cccc(CNC(=O)CC(NC(=O)c2ccccc2)c2ccccc2)c1 (stereo not given) | -4.1 | 2.2
COC(=O)c1ccc(NC(=O)c2ccccc2N(C)S(=O)(=O)c2ccccc2)cc1 | 33.3 | -15.0
Cc1sc(NC(=O)CSc2nnc(COc3ccccc3)n2C)c(C#N)c1C | -5.8 | 11.6
COc1ccc(N=C2NC(=O)/C(=C/c3ccco3)S2)cc1 | 9.1 | 4.8
CC1CC1C(=O)N(CCC1=CCCCC1)c1c(N)n(Cc2ccccc2)c(=O)[nH]c1=O (stereo not given) | -8.6 | -0.4
COc1cccc(Nc2ncnc3ccc(Br)cc23)c1 | 6.9 | -3.8

Screening data as filed in PubChem.
